Rv3671c inh: Rv3671c (M. tuberculosis) protease inhibition | P9WHR9 | inhibition, % at 5.96 µM | 320,000 tested, 0.048% active; in the data active = inhibition above about 38%;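 also: extracellular domain of Rv3671c used as enzyme; 0% = enzyme with DMSO and 100% = no enzyme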
Target sequence (P9WHR9 whole entry, looked up, the tested form may be a part): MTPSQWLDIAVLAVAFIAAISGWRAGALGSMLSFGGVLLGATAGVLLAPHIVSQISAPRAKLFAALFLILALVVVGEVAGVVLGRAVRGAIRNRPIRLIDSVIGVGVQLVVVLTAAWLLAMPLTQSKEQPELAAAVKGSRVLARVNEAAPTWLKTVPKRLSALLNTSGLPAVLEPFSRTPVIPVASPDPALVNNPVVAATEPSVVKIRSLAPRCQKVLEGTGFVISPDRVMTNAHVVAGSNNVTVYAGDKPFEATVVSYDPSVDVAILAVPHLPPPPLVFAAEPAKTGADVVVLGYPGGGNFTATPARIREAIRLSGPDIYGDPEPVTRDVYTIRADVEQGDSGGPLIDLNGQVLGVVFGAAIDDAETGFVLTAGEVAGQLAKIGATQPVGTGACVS
SARS 3CLpro inh: SARS-CoV 3CLpro protease inhibition; recombinant SARS-CoV 3CLpro, quenched FRET peptide cleavage; 290,000 tested, 0.14% active; inhibition, % at 6 µM; in the data active = inhibition above about 12%
PriA SSB inh: K. pneumoniae PriA-SSBct interaction inhibition; AlphaScreen SSBct-PriA binding, biotinylated peptide; inhibition, % at 33 µM; 430,000 tested, 0.6% active; AID 1272365; in the data active = inhibition mostly above about 37%, no sharp cut-off; inactive = mostly below about 20%;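 also: plate controls were negative control peptide for no effect and reference peptide for full effect; strong numbers were not always called active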
BoNT-F LC inh: BoNT F light chain protease inhibition. inhibition, % at 10 µM. Multiplex microsphere protease cleavage assay, flow cytometry. 360,000 tested, 0.22% active; in the data active = inhibition above about 35%, passing the limit was not always enough; inconclusive = no clear call, values can overlap the other calls; also: plate controls were buffer without enzyme for full effect and enzyme alone for no effect
CCHF vOTU inh: blocks the CCHF virus ovarian tumor domain protease; CCHFV vOTU protease, Pep-AMC fluorescence; inhibition, % at 11.5 µM; 370,000 tested, 0.55% active; in the data active = inhibition above about 30%; also: 0% = vehicle wells with enzyme and 100% = no enzyme wells
PrPC surface inh: cell surface PrPC inhibition, primary TR-FRET screen. 370,000 tested, 0.43% active. TR-FRET read-out. P04156. AID 720596. inhibition, % at 13.8 µM; in the data active = inhibition above about 24%; also: 0% = median of the test wells and 100% = reference compound wells
DUSP3 inh: blocks human VHR1 dual specificity phosphatase. P51452. recombinant VHR phosphatase, pNPP absorbance. inhibition, % at 13.3 µM. 290,000 tested, 0.52% active. AID 1654; in the data active = inhibition above about 50%; also: some compounds called inactive have numbers as strong as hits
Target sequence (P51452 whole entry, looked up): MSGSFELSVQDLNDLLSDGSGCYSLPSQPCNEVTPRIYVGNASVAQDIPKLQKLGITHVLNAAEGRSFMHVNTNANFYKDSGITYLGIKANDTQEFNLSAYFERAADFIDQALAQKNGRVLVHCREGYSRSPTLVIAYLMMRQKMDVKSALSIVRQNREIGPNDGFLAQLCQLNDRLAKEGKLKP
MazF activator: MazEF (E. coli) toxin RNase activation; P0AE70; FAM/BHQ RNA-DNA oligo cleavage fluorescence, 5 h; activation, % at 20 µM; 350,000 tested, 0.32% active; in the data active = activation above about 50%
Target sequence (P0AE70 whole entry, looked up): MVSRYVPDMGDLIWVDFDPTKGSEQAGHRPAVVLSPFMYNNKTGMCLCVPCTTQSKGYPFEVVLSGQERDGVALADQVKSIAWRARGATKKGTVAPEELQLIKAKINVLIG
Anthrax LF prot: anthrax lethal factor protease inhibition; multiplex microsphere protease cleavage assay, LF; P15917; 360,000 tested, 0.12% active; AID 588501; inhibition, % at 10 µM; also: plate controls were buffer without enzyme for full effect and enzyme alone for no effect
BoNT-A LC inh2: inhibitors of Botulinum neurotoxin A light chain protease. multiplex microsphere protease substrate cleavage, flow cytometry. inhibition, % at 10 µM. 360,000 tested, 0.17% active; also: plate controls were buffer without enzyme for full effect and enzyme alone for no effect
Active calls of the source: *; ? = inconclusive; . = not tested or not shown; & = joins results of further samples. Rule as the data show it, unless noted: active = inhibition above about 30%; inconclusive = no clear call, values can overlap the other calls; inactive = below that. This is a subset; the hit share may differ from the screen's.

SMILES	Rv3671c inh	SARS 3CLpro inh	PriA SSB inh	BoNT-F LC inh	CCHF vOTU inh	PrPC surface inh	DUSP3 inh	MazF activator	Anthrax LF prot	BoNT-A LC inh2
CC(=O)Nc1cccc(-c2cnc(N)c(C(=O)c3cccnc3)n2)c1	-1	.	0	2	.	.	.	-14	7	1.0
NS(=O)(=O)c1ccc(CCNC(=O)Cn2c(=O)c3cccn3c3cccnc32)cc1	-2	4	-11	0	5	3	-7	0	0	1.1
Cc1cc(NC(=O)c2cc([N+](=O)[O-])cc([N+](=O)[O-])c2)no1	2	7	2	.	8	-51	-8	0	.	.
CCOC(=O)C1=C(C)Nc2ncnn2C1c1ccc2c(c1)OCO2 (centres undefined)	2	-1	-8	-10	-14	-4	15	2	-1	-0.8
CCCCn1nnc(NC(=O)CC23CC4CC(CC(C4)C2)C3)n1	2	-4	-4	5	10	9	-1	4	-4	-0.7
COc1cc2c(=O)n(Cc3ccccc3)c(=O)n(CC(=O)NCC3CCCO3)c2cc1OC (centres undefined)	-8	4	2	4	-6	-3	0	11	3	-1.3
Clc1ccc(CSc2nnc([C@@H]3CCCN3)o2)cc1	-6	6	-15	-10	3	-3	15	4	-6	-0.8
COc1ccc(C(C#N)N2CCC(c3ccccc3)=N2)cc1OC (centres undefined)	7	0	-3	1	1	-4	18	-1	-1	-0.5
COC(=O)C1=C[C@@H](C(=O)OC)[C@@H]2C3=C(C(=O)[C@]2(C)NC(=O)c2ccccc2)[C@H](C)n2c(=O)n(-c4ccccc4)c(=O)n2[C@@H]3C1	1	.	-1	-1	-13	-3	.	1	-10	-0.5
CC(C)c1ccc(/C=N/NC(=O)c2nnn(-c3nonc3N)c2CN(C)C2CCCCC2)cc1	-10	-7	.	2	-12	0	-4	-2	-4	-2.8
O=C(O)CCC(=O)Nc1ccccc1C(=O)Nc1ccccc1	5	12	-12	-16	12	5	-12	-3	-1	0.1
O=C(CC1Sc2ccccc2NC1=O)OC(C(=O)NCCc1ccccc1)c1cccnc1 (centres undefined)	11	-2	-2	-15	9	1	7	6	5	0.1
CCn1c(SCC(=O)NC(C)C(C)C)nc2cc(S(=O)(=O)N3CCOCC3)ccc21 (centres undefined)	1	-4	3	-3	15	2	16	0	0	-0.8
CCCc1cc(C(=O)Nc2cc(OC)c(Cl)cc2OC)no1	-7	-5	-21	2	-3	-4	9	7	3	-0.4
O=C(CSc1nc2ccsc2c(=O)n1Cc1ccccc1)NCc1ccco1	1	3	-3	-1	2	4	-4	7	-2	-0.9
CC1(C(=O)Nc2ccc3c(c2)OCO3)CC1(Cl)Cl (centres undefined)	-3	3	-11	-12	-8	-1	19	-4	-9	-1.2
Cc1sc2ncnc(N3CCC(C(=O)Nc4ccc(S(N)(=O)=O)cc4)CC3)c2c1C	-14	.	9	.	10	7	.	2	.	.
COc1cc(C(=O)NCC2CCCCC2)cc(OC)c1OC	-3	-1	-9	2	3	-1	16	12	-6	0.7
CCOc1ccc(S(=O)(=O)N2CC(=O)Nc3ccccc32)cc1C#N	-34	0	7	-1	6	3	.	-1	10	0.2
N#Cc1c(F)cccc1N1CCOCC1	4	3	-11	-4	-4	-3	40	1	4	0.1
CC(=O)Nc1ccc(S(=O)(=O)N2CCSC2c2ccco2)cc1 (centres undefined)	-15	-2	-2	1	-5	-1	14	0	-3	-0.6
CC1(Cc2ccccc2OC(F)(F)F)C(=O)Nc2c(Cl)ccc(Cl)c21 (centres undefined)	.	.	.	-2	18	14	.	.	-1	-0.2
O=C1CC(N2CCOCC2)=NN1c1ccc([N+](=O)[O-])cc1	-67	5	5	?	104*	-2	9	-1	-26	-0.8
NC(=O)c1[nH]cnc1N=NN(CCO)Cc1ccccc1	.	.	.	3	3	-7	.	8	2	-0.1
O=C1OCC/C1=C\NCCCN/C=C1\CCOC1=O	.	.	.	-1	16	-8	.	5	8	-0.2
COc1ccc2nc(NC(=O)CCN3C(=O)c4ccccc4C3=O)sc2c1	-14	1	-6	-3	22	-7	33	12	0	?
S=C(NCc1ccccn1)Nc1ccccc1Cl	-7	-5	-5	-5	2	3	-11	2	0	-0.3
Cc1cc(Nc2ccccc2)nn1C(=O)c1ccc([N+](=O)[O-])cc1	8	1	4&-9	1	13	-8	18	-1	-9	0.0
CCOc1ccccc1NC1=NCC(=O)N1Cc1ccc(F)cc1	3	-2	-4	-10	5	10	53*	4	-5	-0.5
Cc1cnc(C(=O)N2CCN(S(=O)(=O)c3cccc(Br)c3)CC2)cn1	-3	.	-2	-5	-17	4	.	0	-3	0.2
Cc1ccc(S(=O)(=O)CC(=O)c2cc(C)c(OC(=O)N(C)C)c(C)c2)cc1	-8	0	-16	2	-1	-6	17	-8	3	-0.1
CC(C)(C)C(=O)Nc1ccc(-c2nc3ccccc3c(=O)o2)cc1	-5	5	-9	-6	5	2	26	6	-1	-1.2
O=C(NN1C(=O)c2ccccc2NC1c1ccoc1)c1ccc([N+](=O)[O-])cc1 (centres undefined)	-5	2	-3	1	-6	-20	3	4	4	0.0
O=C(Nc1nnc(CCN2CCOCC2)s1)C1CCCCC1	-3	3	-17	5	2	0	-10	7	-2	-0.3
CCOC(=O)c1c(NC(=S)NC(=O)c2ccc(Cn3cc(Cl)cn3)o2)sc2c1CCCCC2	3	1	2	-8	7	4	7	-3	-2	-0.7
COc1ccc(NC(=O)c2cc(-c3ccccn3)nc3c(C)cc(C)cc23)c(C)c1	3	4	15	-10	18	-6	32	-3	0	0.5

Given as a markdown table: part of the list above
| smiles | Rv3671c inh | SARS 3CLpro inh | PriA SSB inh | BoNT-F LC inh | CCHF vOTU inh | PrPC surface inh | DUSP3 inh | MazF activator | Anthrax LF prot | BoNT-A LC inh2 |
| --- | --- | --- | --- | --- | --- | --- | --- | --- | --- | --- |
| Cc1cc(Nc2ccccc2)nn1C(=O)c1ccc([N+](=O)[O-])cc1 | 8 | 1 | 4&-9 | 1 | 13 | -8 | 18 | -1 | -9 | 0.0 |
| COc1ccc2nc(NC(=O)CCN3C(=O)c4ccccc4C3=O)sc2c1 | -14 | 1 | -6 | -3 | 22 | -7 | 33 | 12 | 0 | ? |

The list continues.
SMILES	Rv3671c inh	SARS 3CLpro inh	PriA SSB inh	BoNT-F LC inh	CCHF vOTU inh	PrPC surface inh	DUSP3 inh	MazF activator	Anthrax LF prot	BoNT-A LC inh2
CCc1ccc(NC(=S)N2CCC(NC(=O)C3CCCCC3)CC2)cc1	-9	-1	3	-5	1	5	12	-4	-7	-0.8
CCC(=O)n1nc(NCc2ccccc2OC)nc1NCc1ccccc1OC	-2	7	-29	-6	17	1	0	-1	-4	-0.1
CC(C)Cc1nc(N2CCNCC2)c(C#N)c2c1CCC2	1	7	-3	-16	-7	3	3	8	-10	0.4
CCc1cc(-c2n[nH]c(=S)n2-c2cccc(C)c2)cs1	-4	-1	4	11	3	-3	-6	-4	-9	11
O=C(Nc1ccc(C(F)(F)F)cc1)c1csc(-c2ccncc2)n1	-13	1	-7	2	25	6	9	-2	7	1.6
COc1ccc(S(=O)(=O)NCCc2cn3nc(C)c(C)nc3n2)cc1C	-4	3	-11	-6	-60	-6	21	12	-2	-1.2
O=C(Nc1ccc(NC(=O)c2ccc3c(c2)OCCO3)cc1)c1ccccc1	-16	0	-19	10	2	-9	-11	3	1	2.0
COc1cc2c(cc1OC)CN(CC(=O)Nc1ccccc1C(=O)NC1CC1)CC2	1	.	-9	-5	10	0	.	-15	-1	-4.7
COc1ccc(C2CC(c3ccccc3)=NN2c2ccc(S(N)(=O)=O)cc2)cc1 (centres undefined)	-2	2	-28	-2	-252	1	10	5	1	0.7
COc1ccc2c(c1)CCc1c(C(=O)NCC(C)C)noc1-2	-23	2	-12	-3	2	-8	27	2	-2	-1.1
CNC(=S)NNC(=O)c1sc2cc(C(F)(F)F)cnc2c1-c1cccnc1	14	-1	-3	-7	-24	-9	15	-8	-7	-0.1
O=C(NC(=S)N1CCN(C/C=C/c2ccccc2)CC1)c1ccc(F)cc1	4	6	8	.	-5	-1	6	-6	.	.

An excerpt of these results, with bars between the fields.
Structure | Rv3671c inh | SARS 3CLpro inh | PriA SSB inh | BoNT-F LC inh | CCHF vOTU inh | PrPC surface inh | DUSP3 inh | MazF activator | Anthrax LF prot | BoNT-A LC inh2
CCOc1ccccc1NC1=NCC(=O)N1Cc1ccc(F)cc1 | 3 | -2 | -4 | -10 | 5 | 10 | 53* | 4 | -5 | -0.5
Cc1cnc(C(=O)N2CCN(S(=O)(=O)c3cccc(Br)c3)CC2)cn1 | -3 | . | -2 | -5 | -17 | 4 | . | 0 | -3 | 0.2
Cc1ccc(S(=O)(=O)CC(=O)c2cc(C)c(OC(=O)N(C)C)c(C)c2)cc1 | -8 | 0 | -16 | 2 | -1 | -6 | 17 | -8 | 3 | -0.1
CC(C)(C)C(=O)Nc1ccc(-c2nc3ccccc3c(=O)o2)cc1 | -5 | 5 | -9 | -6 | 5 | 2 | 26 | 6 | -1 | -1.2
O=C(NN1C(=O)c2ccccc2NC1c1ccoc1)c1ccc([N+](=O)[O-])cc1 (centres undefined) | -5 | 2 | -3 | 1 | -6 | -20 | 3 | 4 | 4 | 0.0
O=C(Nc1nnc(CCN2CCOCC2)s1)C1CCCCC1 | -3 | 3 | -17 | 5 | 2 | 0 | -10 | 7 | -2 | -0.3
CCOC(=O)c1c(NC(=S)NC(=O)c2ccc(Cn3cc(Cl)cn3)o2)sc2c1CCCCC2 | 3 | 1 | 2 | -8 | 7 | 4 | 7 | -3 | -2 | -0.7
COc1ccc(NC(=O)c2cc(-c3ccccn3)nc3c(C)cc(C)cc23)c(C)c1 | 3 | 4 | 15 | -10 | 18 | -6 | 32 | -3 | 0 | 0.5
CCc1ccc(NC(=S)N2CCC(NC(=O)C3CCCCC3)CC2)cc1 | -9 | -1 | 3 | -5 | 1 | 5 | 12 | -4 | -7 | -0.8
CCC(=O)n1nc(NCc2ccccc2OC)nc1NCc1ccccc1OC | -2 | 7 | -29 | -6 | 17 | 1 | 0 | -1 | -4 | -0.1
CC(C)Cc1nc(N2CCNCC2)c(C#N)c2c1CCC2 | 1 | 7 | -3 | -16 | -7 | 3 | 3 | 8 | -10 | 0.4
CCc1cc(-c2n[nH]c(=S)n2-c2cccc(C)c2)cs1 | -4 | -1 | 4 | 11 | 3 | -3 | -6 | -4 | -9 | 11
O=C(Nc1ccc(C(F)(F)F)cc1)c1csc(-c2ccncc2)n1 | -13 | 1 | -7 | 2 | 25 | 6 | 9 | -2 | 7 | 1.6
COc1ccc(S(=O)(=O)NCCc2cn3nc(C)c(C)nc3n2)cc1C | -4 | 3 | -11 | -6 | -60 | -6 | 21 | 12 | -2 | -1.2
O=C(Nc1ccc(NC(=O)c2ccc3c(c2)OCCO3)cc1)c1ccccc1 | -16 | 0 | -19 | 10 | 2 | -9 | -11 | 3 | 1 | 2.0
COc1cc2c(cc1OC)CN(CC(=O)Nc1ccccc1C(=O)NC1CC1)CC2 | 1 | . | -9 | -5 | 10 | 0 | . | -15 | -1 | -4.7
COc1ccc(C2CC(c3ccccc3)=NN2c2ccc(S(N)(=O)=O)cc2)cc1 (centres undefined) | -2 | 2 | -28 | -2 | -252 | 1 | 10 | 5 | 1 | 0.7
COc1ccc2c(c1)CCc1c(C(=O)NCC(C)C)noc1-2 | -23 | 2 | -12 | -3 | 2 | -8 | 27 | 2 | -2 | -1.1

The results go on.
SMILES	Rv3671c inh	SARS 3CLpro inh	PriA SSB inh	BoNT-F LC inh	CCHF vOTU inh	PrPC surface inh	DUSP3 inh	MazF activator	Anthrax LF prot	BoNT-A LC inh2
CCCCC(=O)NS(=O)(=O)c1ccc(N=NN2CCCCC2)cc1	-16	-2	-8	0	20	10	1	4	-3	0.7
CC1(c2ccccc2Cl)NC(=O)N(CC(=O)Nc2ccc3c(c2)OCO3)C1=O (centres undefined)	-2	1	1	1	-6	7	18	6	1	-1.3
Cc1ccc(NC(=O)CN2C(=O)CC(C)S(=O)(=O)c3ccccc32)cc1 (centres undefined)	1	-5	-12	3	23	-3	-13	1	-5	1.3
CN1C(=O)N(CN2CCCCC2)C2C1N(C)C(=O)N2CN1CCCCC1 (centres undefined)	-4	-6	-12	6	5	-6	2	-5	-1	-0.1
CCN(CC)C(=O)C1CCN(S(=O)(=O)c2cccc3nonc23)CC1	6	-1	-1	-4	4	-21	31	-1	4	?
